# 12-LOX inh: Primary qHTS assay for inhibitors of human arachidonate 12S-lipoxygenase (ALOX12): Round 2. purified 12hLO, xylenol orange hydroperoxide absorbance. Potency, µM (series often up to 108 µM), for inactives: top-dose activity change, negative = inhibition, usual class: inhibitors. 580,000 tested, 1.1% active. Polyunsaturated fatty acid lipoxygenase ALOX12 (Homo sapiens), P18054. AID 1671190, 2021; further: potency means the concentration at half of the fitted maximal effect; on the % scale 0 is the no-effect control and ±100 the full control effect
#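 Hydroperoxide product was detected by ferrous iron/xylenol orange as the 573 to 405 nm absorbance ratio. Arachidonic acid at 40 uM (final) was turned over for 30 min at room temperature by 150 nM human 12hLO, pH 7.0 Hepes buffer, after 15 min compound preincubation.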
# Vif-APOBEC3G blk: qHTS for Inhibitors of Vif-A3G Interactions: qHTS. DNA dC->dU-editing enzyme APOBEC-3G (Homo sapiens), Q9HC16. HeLa A3G-eYFP + Vif (tagged APOBEC3G with the HIV-1 protein that degrades it), YFP fluorescence, overnight. Potency, µM (top dose mostly 46.1 µM), inactives show top-dose activity, negative = active, most hits filed as inhibitors. 410,000 tested, 0.076% active. AID 602310, 2012;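 further: potency means the concentration at half of the fitted maximal effect; on the % scale 0 is the no-effect control and ±100 the full control effect; nearly all actives have a fitted effect of over 60% in size; hits raise eYFP signal because A3G escapes Vif-driven loss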
#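 Read-out is eYFP fluorescence (Ex 488/Em 500-530) from Vif-expressing HeLa A3G-eYFP cells; more signal means A3G escaped Vif-mediated degradation. Cells plated overnight, compound pinned in, incubated overnight at 37 deg C.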
# RGS4 inhibitor: Inhibitors of Regulator of G Protein Signaling (RGS) 4: qHTS; Regulator of G-protein signaling 4 (Homo sapiens), P49798; Transcreener GDP fluorescence polarization, RGS4-accelerated GTP hydrolysis; Potency, µM (series often up to 114 µM), without a hit: at the highest dose activity change, negative = inhibition, usual class: inhibitors; 390,000 tested, 0.039% active; further: potency means the concentration at half of the fitted maximal effect; on the % scale 0 is the no-effect control and ±100 the full control effect; nearly all actives have a fitted effect of over 75% in size; some results filed as inactive show a strong effect at the top dose
# Target sequence (P49798 whole entry, looked up): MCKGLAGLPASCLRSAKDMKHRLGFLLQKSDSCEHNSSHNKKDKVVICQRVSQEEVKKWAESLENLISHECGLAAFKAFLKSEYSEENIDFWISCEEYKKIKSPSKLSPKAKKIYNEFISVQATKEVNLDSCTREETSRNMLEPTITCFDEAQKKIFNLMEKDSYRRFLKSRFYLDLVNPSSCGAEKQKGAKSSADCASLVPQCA
#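 MLSMR compounds (23 nl, pin-transferred) preincubated 10 min at room temperature with a 500nM (2x) first reagent, then RGS4 at 900nM (2x) plus Transcreener GDP mix added; fluorescence polarization (620/688 nm) read before and after 90 min at 30 °C.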
# D2 antagonist: HTS Assay for Allosteric Antagonists of the Human D2 Dopamine Receptor: Primary Screen for Antagonists; D(2) dopamine receptor (Homo sapiens), P14416; HEK293 TREx D2 cells, calcium flux, dopamine EC80; inhibition, % at 10 µM; 340,000 tested, 2% active; AID 485344, 2010; in the data active means inhibition above about 30%; further: 0% is about no effect
# Target sequence (P14416 whole entry, looked up): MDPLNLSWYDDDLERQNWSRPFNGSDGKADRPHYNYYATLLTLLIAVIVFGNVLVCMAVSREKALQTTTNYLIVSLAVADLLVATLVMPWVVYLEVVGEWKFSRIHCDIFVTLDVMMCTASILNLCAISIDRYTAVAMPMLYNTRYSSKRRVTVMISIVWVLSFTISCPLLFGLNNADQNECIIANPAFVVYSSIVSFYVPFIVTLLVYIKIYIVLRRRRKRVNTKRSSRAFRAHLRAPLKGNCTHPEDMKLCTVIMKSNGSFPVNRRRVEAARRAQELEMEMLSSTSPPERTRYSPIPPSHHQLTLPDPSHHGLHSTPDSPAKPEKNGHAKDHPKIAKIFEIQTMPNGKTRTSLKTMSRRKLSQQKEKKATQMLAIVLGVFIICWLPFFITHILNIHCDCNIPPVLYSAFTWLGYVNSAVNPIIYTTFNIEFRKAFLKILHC
#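 Read-out: kinetic calcium fluorescence (1 cycle/s) in inducible HEK293 T-REx D2 cells after an EC80 dopamine addition that followed 180 s compound preincubation. Loss of the dopamine response indicates antagonism.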
# ERG-DNA inh: qHTS for Small Molecule Inhibitors of the ERG Ets/DNA interaction. AID 624246, 2012. Potency, µM (highest dose often 76.9 µM), for inactives: at the top dose FP activity, negative = inhibition, usual class: inhibitors. 370,000 tested, 0.028% active. fluorescence polarization, His-ERG Ets domain / labelled DNA; active means well fitted inhibition curve with a large enough effect in the polarisation, with a control signal flat; inconclusive means small, poorly fitted or top-dose-only effect, or effect the other way, or a change in a side signal; inactive means no such curve, though single readings can be large or run the other way; the % refers to the polarisation;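 further: polarization taken with two DNA probes labelled with fluorescein and Texas red; potency means the concentration at half of the fitted maximal effect; % of control where 0% means no effect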
#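 His-tagged ERG Ets domain (1 uM in the protein solution; 300mM KCl, 50mM Tris-HCl, 1mM EDTA, 1mM DTT, pH 7.5) received compound, then a probe mix of 5 nM fluorescein-DNA and 100nM Texas-615-DNA. Fluorescence polarization was read for both dyes.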
# GRP78 ERSR act: qHTS for Inducers of the Endoplasmic Reticulum Stress Response (ERSR) in Human Glioma: qHTS; U87-MG GRP78 promoter luciferase reporter, 16 h; Potency, µM, for inactives: at the top dose activation, actives largely listed as activators; AID 602332, 2012; 420,000 tested, 0.02% active; further: potency means the concentration at half of the fitted maximal effect; series mostly up to about 76 µM; % of control where 0% means no effect; nearly all actives have a fitted effect of over 35% in size
#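 ERSR induction read as luciferase luminescence (Bright-Glo, 10 min at room temperature) in stably transfected human U87-MG glioma cells exposed to compounds for 16 h, using GRP78 as sensor.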
# D2 agonist: HTS Assay for Allosteric Agonists of the Human D2 Dopamine Receptor: Primary Screen for Agonists; D(2) dopamine receptor (Homo sapiens), P14416; HEK293 T-REx D2 cells, calcium flux agonist mode; activation, % at 2 µM; 340,000 tested, 0.53% active; AID 485358, 2010;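 active means activation over 3 SD above normal in the single-dose calcium agonist read, cut at about 30% in these data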; further: 0% is about no effect
#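 HEK293 Trex D2 cells, tetracycline-induced, o/n 30 C 5% CO2; no-wash Ca dye, RT 30–90 min; 10-cycle baseline, 23 nl cpd added, kinetic Ca read 180 s; agonist hits = positive Ca response.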
# Vif-A3F inh: qHTS for Inhibitors of Vif-A3F Interactions: qHTS; HeLa A3F-eYFP + Vif (tagged APOBEC3F with the HIV-1 protein that degrades it), YFP fluorescence increase; Potency, µM (doses to about 46.1 µM), for the others: top-dose activity, negative = active; 390,000 tested, 0.2% active; further: potency means the concentration at half of the fitted maximal effect; % of control where 0% means no effect; nearly all actives have a fitted effect of over 65% in size
#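 HeLa cells stably expressing A3F-eYFP plus Vif, plated and incubated overnight at 37 deg C, then exposed to compounds overnight at 37 deg C. Blocked degradation read as raised yellow fluorescence (Ex 488/Em 500-530).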
# LDHA inh: qHTS assay for inhibitors of human lactate dehydrogenase. purified LDHA, NADH/diaphorase-resazurin fluorescence; stronger effect = lower value. L-lactate dehydrogenase A chain (Homo sapiens), P00338. activity change, % (values are at about 110 or 230 µM). AID 1347041, 2019. 480,000 tested, 0.15% active; in the data active means activity change below about -30%; inconclusive means mostly about -25% to -30%;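 further: plate controls were DMSO wells for no effect and wells without enzyme for full effect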
#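 Resorufin fluorescence (ex540/em590), read at 0 and 20 min after diaphorase/resazurin addition, reports the NADH left after a 5 min room-temperature reaction of 2 nM human LDH5 with 0.06 mM NADH and 0.2 mM pyruvate.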
# * marks the source's active call; other numbers are inactive results; ? = inconclusive; . = not tested or not shown; & = joins results of further samples; [ ] = remark or other dose. Unless noted, the call rests on the fitted dose curve; in most records, active means well fitted curve in the direction sought with a large enough effect; inconclusive means small, poorly fitted or top-dose-only effect, or another doubt; inactive means no such curve, though single readings can be large; an effect the other way counts as inactive or inconclusive.
SMILES,12-LOX inh,Vif-APOBEC3G blk,RGS4 inhibitor,D2 antagonist,ERG-DNA inh,GRP78 ERSR act,D2 agonist,Vif-A3F inh,LDHA inh
COc1ccccc1C1=NCc2nnc(C)n2-c2ccc(Cl)cc21,28%,0%,-14%,0,5%,-2%,0.3,-9%,-1
CCOC(=O)C1(c2ccccc2)CCN(CC(=O)c2ccc(NC(C)=O)cc2)CC1,-17%,1%,-12%,.,-7%,-4%,.,11%,-9
COCCOC(=O)C1=C(C)OC(N)=C(C(=O)OC)C12C(=O)Nc1ccccc12 (stereo not drawn),2%,0%,-31%,-17,-8%,-3%,0.9,-4%,17
CCOc1ccc(NC(=O)Cn2cc(C(=O)c3ccccc3)c3ccccc32)cc1,-29%,-11%,10%,.,-7%,-2%,0.5,-1%,-1
CN1CCN(Cc2ccc(N)cc2)CC1,20%,2%,-5%,-12,-5%,-2%,1.6,-11%,2
O=C1NC(=O)C2(CCCc3ccc(N(CCCl)CCCl)cc32)N1 (stereo not drawn),?,1%,16%,.,1%,2%,.,-19%,1
C[C@]12CCC3C(CC[C@H]4C[C@@H](O)CC[C@]34C)C1=CC[C@@H]2O (stereo partly drawn),12%,0%,.,.,.,-6%,.,-7%,1
O=C(Cc1ccccc1)OCCNC(=O)c1cccnc1,?,0%,15%,-16,.,-1%,0.3,-6%,1
COC(=O)C1=C(c2ccc3ccccc3c2)C[C@@H]2CC[C@H]1N2C(=O)N1CCC(O)CC1,.,5%,3%,-9,1%,-5%,-0.2,6%,-3
COc1ccc(S(=O)(=O)N2Cc3cnnn3-c3ccccc3C2C#N)cc1 (stereo not drawn),-10%,2%,-14%,.,?,-4%,.,0%,-5
O=C1NCN(c2ccccc2)C12CCN(C(CCc1ccccc1)c1nnnn1Cc1ccccc1)CC2 (stereo not drawn),?,0%,.,.,.,-3%,.,.,-9
COc1cc(OC)c2c(c1)OCC1CON(C)C21 (stereo not drawn),12%,1%,9%,2,6%,-2%,3.0,-16%,-4
O=C(c1c[nH]c2ccc(S(=O)(=O)N3CCOCC3)cc2c1=O)N1CCC2(CC1)OCCO2,-6%,-7%,-7%,-7,9%,-3%,-1.3,4%,3
C/C=C/CC1(CC)C(=O)NC(=S)NC1=O,?,0%,16%,5,-2%,0%,2.3,-3%,-8
COCCn1c(-c2ccccc2)cc(C(=O)O)c1C,-12%,-1%,-5%[11.4 µM],.,-2%,-7%,.,6%,-7
COc1ccc(CCn2c(O)c(/C=N/N3CCCCC3)c(=O)[nH]c2=O)cc1OC,4%,-4%,-13%,-10,-1%,0%,-1.4,-2%,-2
O=C(NN=Cc1ccc(N(CCCl)CCCl)cc1)c1cccnc1,-1%,0%,-5%,.,0%,6%,.,0%,1
C=Cn1ccnc1P(=S)(c1cc(N(CC)CC)ns1)c1nccn1C=C,?,-5%,8%,-31,.,-5%,-0.8,-11%,-3
Cc1c(C)c2ccc(OCC(=O)N3CCC(C(=O)O)(c4ccccc4)CC3)cc2oc1=O,36%[activator],0%,-11%,-5,-4%,1%,0.7,0%,2
CCCCCn1c(NC(=O)c2ccco2)c(C(=O)OCC)c2nc3ccccc3nc21,.,11µM*,?,9,17%,-13%,-2.7,?,39
Cc1ccccc1O,6%,1%,4%,.,13%,-1%,.,0%,-7
c1csc(CN2CCNCC2)c1,-11%,-6%,13%,.,1%,-4%,.,-15%,-6
Cc1ccc(Cl)cc1N1CCN(CCN)CC1,5%,3%,?,.,4%,-8%,.,-18%,1
COc1ccccc1N(CC(=O)NC1CCCCC1)C(=O)c1cnn(C(C)C)c1,9%,2%,30%,-4,-5%,-4%,0.5,0%,-16
COc1ccccc1NC(=O)c1cn(CCC#N)nc1-c1ccc(F)cc1,-1%,0%,2%[56.9 µM],2,8%,0%,0.1,1%,-4
Cc1cc(OCC(=O)N2CCN(CCc3ccccn3)CC2)cc(C)c1Cl,-3%&-22%,-7%,3%,.,-6%,0%,-1.8,5%,-1&2
C[N+]1(C)CCN(c2ccccc2)CC1,?,1%,?,6,10%,-7%&-5%&1%,2.5,-7%,-12
C=Cn1ccnc1P(=S)(c1ccc(N(C)C)cc1)c1nccn1C=C,5%,-1%,-2%,1,-5%,-3%,0.4,-1%,4
C[n+]1c(-c2ccccc2)c2cc(N)ccc2c2ccc(N)cc21,?,8%,-1%,-11,14µM*,-5%,5.4,7%,3
C/C(=N\NC(N)=O)c1c(O)n(C)c(=O)n(C)c1=O,5%,-1%,-17%[56.9 µM],9,0%,0%,1.6,-5%,-1
CC1(C)C(C(=O)N2CCN(c3ccc(Cl)cc3)CC2)C1(C)C,0%,3%,22%,-8,2%,6%,-0.2,-3%,-16
Cc1ncc(C(=O)O)n1C(C)c1ccccc1 (stereo not drawn),-12%,-4%,.,.,.,0%,.,-4%,-10
CCN(CC)c1ccc(/C=C2/C(=O)NC(=O)N(CC3CCCO3)C2=O)cc1 (stereo not drawn),-32%,0%,-23%,4,-5%,-2%,0.0,-18%,-1
Cn1c(=O)c2c(nc(N/N=C/c3c(O)n(C4CCCCC4)c(=S)[nH]c3=O)n2C)n(C)c1=O,?,-4%,?,5,2%,-3%,-0.4,12%,2
O=C(C(=O)N1CCOCC1)c1cn(Cc2ccccc2)c2ccccc12,0%,-2%,-7%,1,2%,-4%,6.7,2%,-6
CCCCc1ncc(CN2CCCC(C(=O)c3ccc(SC)cc3)C2)[nH]1 (stereo not drawn),3%,3%,3%,1,-1%,-4%,1.1,1%,-5
COC1=CC(=O)[C@]2(C=C1OC)OC[C@@H]1Oc3c(ccc4c3C=CC(C)(C)O4)C(=O)[C@@H]12,-12%,-1%,9%,.,4%,-1%,.,-3%,6
O=C(Nc1cccc(OC(=O)N2CCOCC2)c1)N1CCOCC1,-19%,-3%,-12%,-2,-1%,-5%,1.5,-7%,3
CCN(CC)P(=S)(c1c(C)nc2ccccn12)c1c(C)nc2ccccn12,-27%,-22%,?,-13,5%,0%,0.3,1%,-4
CCC(C)c1ccc(N2C(=O)NC(=O)/C(=C/c3cccn3CCOc3ccc(C)cc3)C2=O)cc1 (stereo not drawn),?,-8%,-3%,-10,17%,-1%,-1.0,0%,-1
COC(=O)C1=C(c2cccc(C#N)c2)C[C@@H]2CC[C@H]1N2C(=O)N1CCC(O)CC1,-2%,1%,-15%,5,-11%,-5%,0.2,-5%,-2
CN1C2CCC1CC(OC(=O)CCN1CCCC1)C2 (stereo not drawn),-2%,0%,26%,-6,-10%,-6%,1.2,-2%,-7
Cc1cccc(NP(C)(=O)c2nc3c(s2)CCCC3)c1 (stereo not drawn),-13%,-4%,2%,-8,-10%,0%,0.9,3%,-3
O=S(=O)(c1ccc(O)cc1)c1ccc(O)cc1,-11%,-10%,-3%,2,-5%,2%,-0.6,1%,-11
Cn1c(=O)n(C)c2cc([N+](=O)[O-])c(N3CCNCC3)cc21,0%,-8%,-32%,23,0%,2%,0.4,-24%,1

# Only part of the results is shown; the hit share may differ from the screen's.
